# PglD DTNB – inhibitors of Campylobacter jejuni PglD acetyltransferase. purified PglD enzyme, DTNB colorimetric CoA detection. inhibition, % at 12.5 µM. actives 0.098% (n = 360,000). AID 602405; in the data active means inhibition above about 16%, passing the limit was not always enough; further: strong numbers were not always called active
# INS-1E GSIS act – primary screen for activators of insulin secretion dependent on glucose, INS-1E cells, GLuc reporter luminescence; INS-1E GLuc reporter insulin secretion, 2-3 h; activation, % at 16.6 µM; actives 0.61% (n = 370,000); AID 743287;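 active means lowest replicate activation of at least 40%, so every replicate reaches that level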;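 further: 0% = median of neutral control wells and 100% = median of IBMX positive control wells; some compounds called inactive have numbers as strong as hits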
# ARNT TACC3 PPI – disruptors of human ARNT/TACC3 interaction | Q9Y6A5 | actives 0.66% (n = 390,000) | AlphaScreen His-ARNT PAS-B/GST-TACC3 binding, luminescence; TACC3 fragment carries E629A point mutation | inhibition, % at 9.99 µM;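 active means mean inhibition of replicates at least 50% and at least half of replicates each reaching 50%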;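 further: 0% = complete ARNT plus TACC3 wells and 100% = ARNT alone without TACC3; many hits fall short of the cut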
# Cneo AK release – Cryptococcus neoformans lysis via adenylate kinase release. AID 651654. C. neoformans lysis, adenylate kinase release luminescence, 4 h; normalised: neutral wells 0, clomiphene wells 100. lysis activity, % at 15 µM. actives 0.2% (n = 360,000);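 active means mean lysis activity across replicates of at least 80%, whatever share of replicates individually reach that level; inactive means mean lysis activity below 80%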
#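 Assay system: Cryptococcus neoformans yeast cells / Dosing: single-point compound dose / Timing: 4 h at 37 °C static, read 1 h later / Measured by: luminescence of released adenylate kinase using an AK detection reagent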
# Statin myotox sup – suppression of simvastatin myotoxicity. C2C12 myotubes + simvastatin, ATP luminescence, 48 h; scaled: DMSO 0, geranylgeraniol control 100. rescue of ATP level, % at 7.49 µM. actives 0.78% (n = 330,000). AID 602340;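 active means mean ATP rescue above about 67%, or every replicate alone reaching that limit, limit read from the data, passing the limit was not always enough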;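 further: myotubes were challenged with 10 µM simvastatin during compound exposure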
# LGR2 antag – blocks bursicon-induced cAMP signaling via Drosophila LGR2 | inhibition, % at 9.99 µM | actives 0.35% (n = 380,000) | HEK293 LGR2, CRE-luciferase, bursicon-stimulated, 4 h;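 active means drop in luminescence signal, shown as inhibition above about 50% in the replicate tests, limit read from the data, passing the limit was not always enough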;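 further: agonist challenge used bursicon conditioned medium at about half maximal strength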
# PGC1a acetyl inh – modulators of PGC1a acetylation | U2OS PGC1a acetylation, AlphaScreen anti-acetyl-lysine; with virally co-expressed GCN5 acetyltransferase | inhibition, % at 15.6 µM | actives 0.17% (n = 350,000) | AID 651687;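 active means every replicate shows inhibition of at least 40%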;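 further: 0% = neutral control wells and 100% = positive control wells; some results beyond the cut were filed as inactive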
# PAX8 reporter – lowers PAX8-driven luciferase in RMG-I cells | RMG-I TPO-luciferase reporter, SteadyGlo, 24 h | inhibition, % at 12.6 µM | actives 1.2% (n = 360,000);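 active means mean replicate inhibition at least 60% with every replicate also reaching 60%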;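 further: luciferase light reporting Pax8 driven TPO promoter activity; plate controls were median of neutral control wells for no effect and mitoxantrone controls for full effect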
# * marks the source's active call; other numbers are inactive results; x = not tested or not shown.
SMILES,PglD DTNB,INS-1E GSIS act,ARNT TACC3 PPI,Cneo AK release,Statin myotox sup,LGR2 antag,PGC1a acetyl inh,PAX8 reporter
Cc1ccccc1S(=O)(=O)NCC[C@@H]1CC[C@H](NC(=O)Nc2cccc(F)c2)[C@@H](CO)O1,1,-8,3,-2,-10,4,-6,3
COc1ccc(NC(=O)CSc2nc3ccccc3c(=O)n2C)cc1,2,-7,-3,3,5,5,0,31
CCn1ncc(C2=NOC(C(=O)NCc3ccccc3)C2)c1C (stereo not drawn),-2,x,1,-1,-91,x,-15,x
CN1CCN(C(=O)C[C@@H]2CC[C@H](NS(=O)(=O)c3cccc(F)c3)[C@@H](CO)O2)CC1,-1,-2,x,4,1,7,0,0
COc1ccc(CNC(=O)COC(=O)c2[nH]c(C)c(C(C)=O)c2C)cc1OC,-6,10,0,-2,10,-15,5,-4
CN(C(=O)COC(=O)CNS(=O)(=O)/C=C/c1ccccc1)C1CCS(=O)(=O)C1 (stereo not drawn),10,10,-4,4,-1,x,0,11
CCC1(C)Cc2c(sc3nc4n(c(=O)c23)CCS4)CO1 (stereo not drawn),-4,x,1,3,x,x,-2,x
O=C1NC[C@H](Cc2ccccc2)N(CC2CCN(CCC3CCCC3)CC2)C1=O,1,3,4,1,-2,5,5,0
CC(C)CC#Cc1cnc2c(c1)C(=O)N([C@H](C)CO)C[C@H](C)[C@@H](CN(C)Cc1ccc3c(c1)OCO3)O2,0,-2,6,0,28,3,-25,x
C=CCNc1ncnc2c1ncn2[C@H]1CN(Cc2ccco2)C[C@@H](CO)O1,6,x,x,3,21,-2,0,-17
CCOc1ccc2nc(N3CCC(C(=O)N4CCN(C5CCCCC5)CC4)CC3)sc2c1,1,-11,-23,-3,-2,-20,x,-56
CCOC(=O)c1sc(NC(=O)c2ccc3nc[nH]c3c2)nc1C,1,16,-2,-1,-28,-53,x,-55
O=C(NC(=S)Nc1cccc2cnccc12)c1ccccc1,6,15,-2,-5,9,30,-4,21
Fc1ccccc1CSc1nnc(Cn2cnc3ccccc32)n1-c1ccccc1,-4,-26,6,0,-10,-3,-9,x
Cc1cccc(CN(C)C[C@H]2OCc3cnnn3CCCC(=O)N([C@H](C)CO)C[C@H]2C)c1,0,-5,-5,-12,-8,-1,3,x
Cc1ccc(-n2nnnc2SCC(=O)N2CCc3ccccc3C2)cc1,9,-3,5,0,-5,-30,1,x
O=C(Nc1cccnc1)c1ccc([N+](=O)[O-])cc1Cl,3,-2,-4,-6,x,4,x,11
O=C(NC1CCC1)[C@H]1[C@H](CO)[C@H]2Cn3c(ccc(C4=CCCCC4)c3=O)[C@@H]1N2CC1CC1,1,-10,4,-3,-8,6,0,5
O=C(NC1CCCCCC1)C(=O)NC1CCCC1,x,3,-14,x,x,-6,x,-6
Cc1ccc(S(=O)(=O)N[C@@H]2CC[C@H](CC(=O)NCc3ccccc3F)O[C@@H]2CO)cc1,1,10,4,1,-4,-7,8,-9
C=CCn1c(N2C(=O)CC(Cc3ccccc3)C2=O)nc2ccccc21 (stereo not drawn),2,x,16,-2,-2,x,-4,x
CC1CCN(C(=O)CSc2nnc(-c3cccs3)o2)CC1,-4,7,5,10,-13,-2,x,-41
CCCC(=O)Nc1ccc2c(c1)OC[C@H](C)N(Cc1ccncc1)C[C@@H](C)[C@@H](OC)CN(C)C2=O,15,1,-2,55,12,-3,14,x
O=[N+]([O-])c1ccc(NC(=S)N2CCN(c3ccccc3)CC2)cc1,6,-6,-3,-4,x,4,x,2
Clc1ccc(C(c2ccccc2)N2CCNCC2)cc1 (stereo not drawn),-2,-12,-2,3,-11,x,-3,x

# Reformatted field by field: 3 of the compounds above
canonical_smiles: Cc1ccccc1S(=O)(=O)NCC[C@@H]1CC[C@H](NC(=O)Nc2cccc(F)c2)[C@@H](CO)O1
  PglD DTNB = 1; INS-1E GSIS act = -8; ARNT TACC3 PPI = 3; Cneo AK release = -2; Statin myotox sup = -10; LGR2 antag = 4; PGC1a acetyl inh = -6; PAX8 reporter = 3

canonical_smiles: COc1ccc(NC(=O)CSc2nc3ccccc3c(=O)n2C)cc1
  PglD DTNB = 2; INS-1E GSIS act = -7; ARNT TACC3 PPI = -3; Cneo AK release = 3; Statin myotox sup = 5; LGR2 antag = 5; PGC1a acetyl inh = 0; PAX8 reporter = 31

canonical_smiles: CCn1ncc(C2=NOC(C(=O)NCc3ccccc3)C2)c1C (stereo not drawn)
  PglD DTNB = -2; INS-1E GSIS act = x; ARNT TACC3 PPI = 1; Cneo AK release = -1; Statin myotox sup = -91; LGR2 antag = x; PGC1a acetyl inh = -15; PAX8 reporter = x

# (cont.)
SMILES,PglD DTNB,INS-1E GSIS act,ARNT TACC3 PPI,Cneo AK release,Statin myotox sup,LGR2 antag,PGC1a acetyl inh,PAX8 reporter
CC(=O)N1[C@H](CO)[C@H](c2ccccc2)[C@H]1CN(CC1CCC1)C(=O)CN(C)C,5,-4,-8,-9,19,3,-13,-11
C[C@H](CO)N1C[C@H](C)[C@@H](CN(C)C(=O)C2CCOCC2)Oc2ncc(C#CC(C)(C)O)cc2C1=O,-2,2,-4,7,-3,1,-3,x
COc1ccc(N(CC(=O)N2CCOCC2)S(C)(=O)=O)cc1OC,-12,13,2,4,-2,20,-7,0
C[C@@H]1CCCCO[C@@H](CN(C)Cc2ccncc2)[C@H](C)CN([C@@H](C)CO)C(=O)c2cc(NS(=O)(=O)c3cn(C)cn3)ccc2O1,0,5,-7,1,x,26,8,7
C[C@@H]1CN([C@H](C)CO)C(=O)c2cc(NC(=O)Cn3cnnn3)ccc2O[C@@H]1CN(C)S(=O)(=O)c1cn(C)cn1,1,-4,2,2,20,3,10,x
O=C(/C=C/c1ccco1)NCCCN1CCN(CCCNC(=O)/C=C/c2ccco2)CC1,-1,29,-6,5,20,2,9,4
COC(=O)c1ccc(C(=O)N2CCCC(N3CCN(c4ccccc4)CC3)C2)nc1 (stereo not drawn),9,26,-2,-6,20,4,14,-11
O=C(Nc1nccs1)c1cccc(NC(=O)C(F)(F)F)c1,x,-4,2,x,-6,-12,5,-27
CCN1C(=O)[C@H]2[C@@H](c3ccc(OC)cc3)N[C@]3(CCCN(Cc4ccc(F)cc4)C3=O)[C@H]2C1=O,0,x,x,0,-4,3,-1,-14
Cc1ccc(/C=C2\SC(=S)N(CCC(=O)Nc3cccnc3)C2=O)cc1,-6,0,1,0,x,2,0,1
CCC(=O)Nc1c(C(=O)N2CCCCCC2)cnn1-c1ccc(C)c(C)c1,x,x,-18,-1,-2,x,6,x
Cc1ccc(S(=O)(=O)Nc2cccc3c2O[C@@H](CN(C)C)[C@@H](C)CN([C@H](C)CO)C3=O)cc1,3,16,4,-5,2,-5,-3,-14
CN(C(=S)NC(=O)C1(C)CC1(Cl)Cl)c1ccccc1 (stereo not drawn),1,x,-4,8,-5,x,x,-1
C[C@@H]1CN([C@@H](C)CO)C(=O)c2cc(NC(=O)CCN3CCOCC3)ccc2O[C@H]1CN(C)C(=O)Nc1ccc(C(F)(F)F)cc1,7,5,15,2,2,-1,11,x
CCc1cc(=O)[nH]c(SCC(=O)N2CCOCC2)n1,1,-7,-4,-1,8,12,-8,-8
C/C=C/c1ccc([C@H]2[C@H](CO)N3C(=O)CN(Cc4ccc(C(=O)OC)cc4)C[C@@H]23)cc1,x,2,x,x,x,-16,-11,-8
O=C(NCc1cccnc1)NC1(C(F)(F)F)Oc2ccc(Cl)cc2O1 (stereo not drawn),x,x,-7,-4,3,x,9,x
CN(CCOc1ccccc1)C(=O)CCc1nc2sc3c(c2c(=O)[nH]1)CCCC3,-2,0,1,0,x,1,5,17
Cc1ccnc(SCc2cn3c(C)cccc3n2)n1,x,12,4,x,x,-23,x,-13
C/C(=N/NS(=O)(=O)c1ccc(C(C)(C)C)cc1)c1ccc2c(c1)OCO2,0,6,1,1,13,-5,x,10
COc1cccc(-c2nc(-c3ccccc3)no2)c1,-3,x,-5,-6,-7,x,0,-113
CO[C@@H]1CN(C)C(=O)c2cc(NC(=O)C3CC3)ccc2OC[C@@H](C)N(S(=O)(=O)c2ccc(Cl)cc2)C[C@H]1C,-2,x,-6,-1,-2,x,x,5
CSc1nc(C)c(Cl)c(C)c1C#N,3,x,-2,-3,9,x,-3,-6
O=C(Cc1ccc(Br)cc1)NCCN1CCOCC1,x,-3,-7,x,6,-16,x,0
Cc1ccc(C)c(NS(=O)(=O)c2cc(C(=O)NCc3ccncc3)ccc2C)c1,7,-13,-1,-4,3,-5,4,21
# More results
SMILES,PglD DTNB,INS-1E GSIS act,ARNT TACC3 PPI,Cneo AK release,Statin myotox sup,LGR2 antag,PGC1a acetyl inh,PAX8 reporter
COCCNC(=O)/C(C#N)=C1\N=C(N)c2ccccc21,x,-17,1,x,x,14,x,-16
O=C(Nc1ccccc1F)N1C[C@@H]2[C@H](c3ccccc31)[C@@H](CO)N2C(=O)C1CCCC1,13,-2,32,-4,2,-4,-7,-21
Cc1nn(C)c(Oc2ccccc2)c1CCNC(=O)C(C)(C)C,x,-7,0,x,x,12,x,-24
COc1ccccc1C#CC1=CC(=O)C[C@H](c2ccc(F)cc2)C1,-7,-2,x,2,15,6,8,22
CCOc1ccc(Br)cc1S(=O)(=O)Nc1cccc(S(=O)(=O)N(C)C)c1,x,0,8,x,x,6,x,37
CSCCC(NC(=O)c1ccccc1)C(=O)OCC(=O)N(C)CCC#N (stereo not drawn),x,10,-18,x,x,-8,8,8
CC(=O)N(C)C[C@H]1Oc2ncc(C#Cc3cccc(F)c3)cc2C(=O)N([C@H](C)CO)C[C@@H]1C,2,-3,9,0,2,-12,-6,x
CN1C(=O)CC(n2c(CO)nc3ccccc32)C1=O (stereo not drawn),-10,x,-3,3,x,x,-9,x
CN(C)CC(=O)Nc1ccc2c(c1)[C@H]1C[C@@H](CC(=O)NCCN3CCCCC3)O[C@H](CO)[C@H]1O2,-2,13,-9,5,8,13,2,-11
Cc1noc(C)c1S(=O)(=O)Nc1ccc2c(c1)CC(=O)N([C@H](C)CO)C[C@@H](C)[C@@H](CN(C)S(=O)(=O)c1cn(C)cn1)O2,-2,11,-1,-9,12,-34,1,-17
C[C@H](CO)N1C[C@H](C)[C@@H](CN(C)Cc2ccc(C(=O)O)cc2)Oc2ncc(C3=CCCCC3)cc2C1=O,-1,3,-11,2,21,-4,25,-25
CCCCc1ncc(CN2CCC(n3nccc3NC(=O)c3ccccc3OC)CC2)[nH]1,-10,-6,-4,-2,17,17,6,10
COCC#Cc1ccc([C@H]2[C@H](CO)N3C(=O)CN(C(=O)Nc4ccc(F)cc4)C[C@@H]23)cc1,x,-6,x,x,x,-12,-4,-7
O=S(=O)(c1ccc(Br)cc1)c1nc(-c2ccccc2)oc1NCCN1CCOCC1,-1,-7,8,2,5,13,-1,-1
COCC(=O)Nc1ccccc1C(=O)Nc1ccc(OC)cc1,1,x,0,3,8,x,1,-105
Cc1ccnc(N2C(=O)OC(C)(C)C2(C)O)c1 (stereo not drawn),0,x,11,0,-13,x,-18,6
Cc1ccc(CNC(=O)CS(=O)Cc2nc(-c3ccccc3C)oc2C)cc1 (stereo not drawn),0,x,-3,2,3,-34,-5,-8
O=C(Nc1nnc(Cc2ccc(Cl)cc2)s1)c1cccs1,4,x,-5,0,7,x,-4,x
COC(=O)/C(C#N)=C/c1c(N2CCN(C)CC2)nc2ccccn2c1=O,-7,4,-3,1,-2,-4,6,12
Cc1ccccc1S(=O)(=O)N1CCCCN2[C@H](C1)[C@H](c1ccc(-c3ccccc3)cc1)[C@@H]2CO,1,x,14,-2,x,x,-1,10
CCn1nc(C(=O)NNC(=O)c2ccccc2)c2ccccc2c1=O,3,29,2,0,-4,-3,-7,-18
Cc1ccc(-n2nnnc2SCC(=O)NCCC2=CCCCC2)c(C)c1,2,x,-21,2,-18,x,5,-1
CC(=O)c1ccc(OCC(=O)Nc2ccccc2C(=O)NC2CC2)cc1,-2,18,0,0,-6,1,-9,2
